# Source: PubChem BioAssay (National Center for Advancing Translational Sciences (NCATS))
# PI4K2A block = blocks human PI4K2A kinase activity; activity change, negative = inhibition, % at 76.9 µM; AID 1346378; 420,000 compounds, 0.13% hits; purified PI4K2A, ADP-Glo luminescence, 1 h; stronger effect = lower value; Q9BTU6; in the data active = activity change below about -50%; inconclusive = mostly about -30% to -49%;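 note: -100% = wells without enzyme as full effect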
#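 ADP-Glo luminescence measured ADP generated by PI4K2A enzyme (4 ug/mL before mixing) with 1.2 mM PI substrate (pre-mix) and 300 microM ATP (pre-mix). Tris pH7.5 buffer with MgCl2, Triton X-100; 1 h reaction at ambient temperature.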
# Tb PGK inh = inhibitors of T. brucei phosphoglycerate kinase; P07378; PGK/GAPDH coupled, Kinase-Glo luminescence, 60 min; Potency, µM (series often up to 57.5 µM), without a hit: at the highest dose activity change, negative = inhibition, hits mostly inhibitors; 380,000 compounds, 0.043% hits; note: potency is the fitted concentration of half-maximal effect; % is set by controls: 0 for no effect and ±100 for the full control effect; nearly all actives have a fitted effect of over 60% in size
#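 Recombinant glycosomal PGK reaction used 1,3-bisphosphoglycerate generated in-well by GAPDH (100nM final) in 100mM TEA pH 7.6, 5mM MgCl2, 0.01% Tween-20. After 60 minutes at room temperature, ATP was read by Kinase-Glo Plus luminescence end-point.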
# GLS inh = glutaminase GLS (human) inhibition; O94925; GLS enzymatic activity, qHTS titration; Potency, µM (doses to about 45.5 µM), inactives show at the top dose activity change, negative = inhibition, hits mostly inhibitors; 410,000 compounds, 0.21% hits; AID 624170; note: potency is the fitted concentration of half-maximal effect; % is set by controls: 0 for no effect and ±100 for the full control effect
# Target sequence (O94925 whole entry, looked up): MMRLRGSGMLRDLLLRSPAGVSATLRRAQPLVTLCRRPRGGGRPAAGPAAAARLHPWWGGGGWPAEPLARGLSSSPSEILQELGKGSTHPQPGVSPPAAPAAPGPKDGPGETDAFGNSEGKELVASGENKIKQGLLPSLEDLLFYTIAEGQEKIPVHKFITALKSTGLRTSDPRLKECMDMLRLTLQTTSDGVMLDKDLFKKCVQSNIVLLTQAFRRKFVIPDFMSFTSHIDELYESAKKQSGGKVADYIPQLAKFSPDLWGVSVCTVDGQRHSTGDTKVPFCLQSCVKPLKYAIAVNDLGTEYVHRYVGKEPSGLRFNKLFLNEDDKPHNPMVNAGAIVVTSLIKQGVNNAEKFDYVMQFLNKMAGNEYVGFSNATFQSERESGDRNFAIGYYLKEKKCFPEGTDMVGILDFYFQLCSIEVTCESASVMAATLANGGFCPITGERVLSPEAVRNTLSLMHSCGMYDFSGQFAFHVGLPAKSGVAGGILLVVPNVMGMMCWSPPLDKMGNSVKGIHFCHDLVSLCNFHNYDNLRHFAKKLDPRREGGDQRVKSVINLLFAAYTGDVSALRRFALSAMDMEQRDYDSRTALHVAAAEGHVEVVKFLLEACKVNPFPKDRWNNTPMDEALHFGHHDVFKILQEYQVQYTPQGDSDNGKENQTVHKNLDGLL
#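 hKGA; 45 mM KH2PO4 pH 8.2 + 0.02% Tween-20; cpd via pin tool; 1 mM Gln soln; GluOx/HRP/Amplex Red; RT 30 min; fluor. t0 & final.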
# HP1b chromo inh = blocks HP1-beta chromodomain binding to methylated histone tails. AlphaScreen HP1-beta / biotin-H3K9me3 peptide binding. Potency, µM (series often up to 114 µM), without a hit: top-dose activity change, negative = inhibition, usual class: inhibitors. 390,000 compounds, 0.56% hits. AID 540317; note: potency is the fitted concentration of half-maximal effect; nearly all actives have a fitted effect of over 70% in size; inactives centre near 23
# Target sequence (P83916 whole entry, looked up): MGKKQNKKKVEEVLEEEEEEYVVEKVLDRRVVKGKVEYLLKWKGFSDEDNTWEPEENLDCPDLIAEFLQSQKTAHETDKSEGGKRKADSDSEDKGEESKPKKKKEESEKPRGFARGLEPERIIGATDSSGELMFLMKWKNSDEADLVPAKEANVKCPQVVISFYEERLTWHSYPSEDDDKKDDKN
#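 HP1-beta protein (50 nM final) preincubated 30 min at room temperature with biotinylated H3(1-18)K9me3 peptide (50 nM) in PBS pH 7.4, 0.01% Tween-20, then compound added for 30 min. AlphaScreen streptavidin donor/nickel chelate acceptor beads (10 ug/mL final), 30 min dark, luminescence read.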
# Pin1 inhibitor = blocks the human prolyl isomerase Pin1; Pin1 FP peptide displacement, HiFluor488, 10 min; Potency, µM (series often up to 115 µM), without a hit: top-dose activity, negative = inhibition, actives largely listed as inhibitors; Q13526; 390,000 compounds, 0.009% hits; active = well fitted inhibition curve with a large enough effect in the polarisation, with a control signal flat, not every such curve was filed as active; inconclusive = small, poorly fitted or top-dose-only effect, or effect the other way, or a change in a side signal; inactive = no such curve, though single readings can be large or run the other way; the % refers to the polarisation; note: potency is the fitted concentration of half-maximal effect; % is set by controls: 0 for no effect and ±100 for the full control effect
# Target sequence (Q13526 whole entry, looked up): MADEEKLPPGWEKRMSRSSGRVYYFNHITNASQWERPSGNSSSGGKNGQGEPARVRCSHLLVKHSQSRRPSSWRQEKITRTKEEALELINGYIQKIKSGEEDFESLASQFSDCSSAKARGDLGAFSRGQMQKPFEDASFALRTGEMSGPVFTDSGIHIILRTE
# BAZ2B block = BAZ2B (human) inhibition | AlphaScreen BAZ2B-H3K14Ac peptide displacement | Potency, µM (top dose mostly 114 µM), without a hit: top-dose activity change, negative = inhibition, usual class: inhibitors | 360,000 compounds, 4.4% hits | Q9UIF8; note: potency is the fitted concentration of half-maximal effect; % is set by controls: 0 for no effect and ±100 for the full control effect; nearly all actives have a fitted effect of over 60% in size
#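 Protein-peptide AlphaScreen: BAZ2B 50 nM, b-H3K14Ac 50 nM, 1x PBS pH 7.4 + 0.01% Tween-20. Preincubation 30 min RT; cpd 30 min RT (top 110 uM); beads 20 min RT, light-protected.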
# G9a inh = G9a (human) methyltransferase inhibition | Q96KQ7 | G9a H3K9 monomethylation, AlphaScreen, 2 h | Potency, µM (highest dose often 102 µM), inactives show at the top dose activity, negative = inhibition, actives largely listed as inhibitors | 350,000 compounds, 8.8% hits; note: potency is the fitted concentration of half-maximal effect; % is set by controls: 0 for no effect and ±100 for the full control effect; nearly all actives have a fitted effect of over 75% in size
#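 AlphaScreen read-out: biotin-H3K9 peptide (500 nM) methylation by 20 nM enzyme with 20 uM SAM, 2 h at room temperature after 15 min compound preincubation; anti-monomethyl H3K9 antibody plus donor/acceptor beads, 10 min dark.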
# JMJD2A Tudor inh = blocks the human JMJD2A Tudor domain; O75164; AlphaScreen JMJD2A-Tudor / H3K4me3 peptide binding; Potency, µM (top dose mostly 114 µM), for inactives: at the highest dose activity change, negative = inhibition, most hits filed as inhibitors; 390,000 compounds, 4.4% hits; AID 504339; note: potency is the fitted concentration of half-maximal effect; % is set by controls: 0 for no effect and ±100 for the full control effect; nearly all actives have a fitted effect of over 50% in size
# POLH inh = inhibitors of human DNA polymerase eta; Q9Y253; 390,000 compounds, 1.2% hits; AID 588591; recombinant Pol eta, fluorescent DNA replication assay; Potency, µM (highest dose often 114 µM), for the others: top-dose activity change, negative = inhibition, hits mostly inhibitors; note: potency is the fitted concentration of half-maximal effect; % is set by controls: 0 for no effect and ±100 for the full control effect
#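 Pol eta at 10 nM preincubated with compounds 15 min at room temperature; reaction started with fluorescent substrate (50 nM final) and read kinetically at 0 and 10 min.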
# * hit, by the source's call; i = inactive; ? = inconclusive; nt = not tested or not shown; [ ] = dose if it differs, or a comment. Unless noted, calls come from the whole dose curve; as a rule, active = well fitted curve in the direction sought with a large enough effect; inconclusive = small, poorly fitted or top-dose-only effect, or another doubt; inactive = no such curve, though single readings can be large; an effect the other way counts as inactive or inconclusive. A portion of the library; rates above refer to the full screens.
SMILES,PI4K2A block,Tb PGK inh,GLS inh,HP1b chromo inh,Pin1 inhibitor,BAZ2B block,G9a inh,JMJD2A Tudor inh,POLH inh
COc1ccc2nc(/N=C/c3c(C)[nH]n(-c4ccc(C)cc4)c3=O)sc2c1,-12,-2%,11%,1%,4%,-31%,?,?,1%
Cc1sc2nc(-c3ccccn3)[nH]c(=O)c2c1-c1ccccc1,-3,-1%,-15%,18%,-1%,-3%,10µM*,-14%,-11%
Cc1ccc(NC(=O)C2Cc3ccccc3C(=O)O2)cc1 (stereo not given),4,11%,5%,14%,5%,1%,-3%,-6%,-1%
Cc1ccsc1/C=N/NC(=O)CNC(=O)c1ccc(S(=O)(=O)N(C)C)cc1,-8,nt,1%,28%,-3%,-17%,8%,-11%,-10%
CC(C)C[C@H](NC(=O)OC(C)(C)C)C(=O)N[C@@H](CO)[C@H](O)[C@@H]1C[C@@H]1C(=O)NC1CC1,-2,i,-4%,67%[activator],-5%,-23%,10%,-1%,-12%
CC(NC(=O)C(C)N1CCN(Cc2ccccc2)CC1)c1ccc(F)cc1 (stereo not given),2,-6%,0%,33%,-2%,-18%,12%,11%,-12%
O=C(Nc1ccc(-c2cccc(F)c2)cc1)C1CCCN(Cc2ccccn2)C1 (stereo not given),2,6%,8%,29%,-8%,?,0%,?,-18%
COc1cccc(C2=NN(S(C)(=O)=O)C(c3cn(-c4ccccc4)nc3-c3cccs3)C2)c1 (stereo not given),-21,-8%,7%,18%,28%,-27%,-20%[59 µM],-16%,-12%
C=C(CO)C1Cc2cc(C(C)=O)ccc2O1 (stereo not given),-3,-15%,-4%,-19%,0%,79µM*,4%[12.7 µM],?,20µM*
Cc1cccc(CSc2ncc(CO)n2C)c1,-1,-5%,7%,29%,0%,-5%,12%,-12%,-1%
COc1ccc(CCNC(=O)Cn2c(=O)n(CC3CCCO3)c(=O)c3cc(OC)c(OC)cc32)cc1OC (stereo not given),2,-6%,-11%,20%[57 µM],-4%,-16%,-1%,-19%,-12%
CCc1ccccc1Nc1nc(N)nc(CSCC(=O)c2cc(C)n(C)c2C)n1,1,-6%,-1%,-14%,-5%,56µM*,?,?,9%
Cc1cc(O)ccc1N1C(=O)c2cccc3cc([N+](=O)[O-])cc(c23)C1=O,-2,1%,-11%,26%,-11%,-29%,-7%,-15%,-8%
CC1CCCC(C)N1C(=O)CN1C(=O)NC2(CCCCCC2)C1=O (stereo not given),-1,-2%,2%,nt,nt,nt,nt,nt,-17%
O=c1[nH]c(SCc2ccccc2Cl)nc2[nH]ncc12,1,4%,7%,12%,8%,-7%,-3%,-4%,-11%
O=C(CNS(=O)(=O)c1ccc(C(=O)N2CCOCC2)cc1)N1CCOCC1,7,-8%,-4%,31%,-2%,4%,-1%,11%,-15%
O=[N+]([O-])c1ccc2c(c1)C(N1CCOCC1)/C(=C/COc1ccc(F)cc1)O2 (stereo not given),-4,-6%,-1%,8%,?,-31%,?,-35%,-2%
O=C(O)CSc1ncnc2c1oc1ccccc12,0,0%,3%,13%,2%,8%,8%,-1%,0%
COc1ccc(N2C(=O)CCC(C(=O)O)C2c2ccc(F)cc2)cc1 (stereo not given),3,9%,2%,57%[activator],-2%,-1%,-7%[12.7 µM],-18%,0%
Cc1csc(NC(=O)CSc2nnc(C)s2)n1,5,4%,0%,36%,-1%,-4%,-11%[59 µM],0%,-21%
COc1cc(C(=O)OCC(=O)NC(=O)C2CCCCC2)ccc1OC(F)F,1,2%,-3%,49%[activator],2%,-1%,-2%,1%,-19%
O=C(NCCO)c1ccc2nc(-c3ccco3)c(-c3ccco3)nc2c1,?,-14%,135%[activator],45µM*,nt,?,1.4µM*,22µM*,3.5µM*
CN(Cc1ccccc1)C(=O)c1cccc(NC(=O)Cc2cccc([N+](=O)[O-])c2)c1,0,i,2%,22%,2%,nt,nt,-36%,2%
COc1ccc(NC(=O)CSc2ccc(-c3cccnc3)nn2)c(OC)c1,-6,-6%,13%,12%,1%,-14%,nt,-15%,-5%
COc1cc2c(cc1OC)C1CCc3cc4c(cc3C1N=C2)OCO4 (stereo not given),-2,i,1%,nt,nt,nt,nt,nt,0%

# 4 entries out of the list, sorted by count of non-hydrogen atoms, smallest number first:
SMILES,PI4K2A block,Tb PGK inh,GLS inh,HP1b chromo inh,Pin1 inhibitor,BAZ2B block,G9a inh,JMJD2A Tudor inh,POLH inh
CC1CCCC(C)N1C(=O)CN1C(=O)NC2(CCCCCC2)C1=O (stereo not given),-1,-2%,2%,nt,nt,nt,nt,nt,-17%
COc1cc2c(cc1OC)C1CCc3cc4c(cc3C1N=C2)OCO4 (stereo not given),-2,i,1%,nt,nt,nt,nt,nt,0%
Cc1cc(O)ccc1N1C(=O)c2cccc3cc([N+](=O)[O-])cc(c23)C1=O,-2,1%,-11%,26%,-11%,-29%,-7%,-15%,-8%
CC(NC(=O)C(C)N1CCN(Cc2ccccc2)CC1)c1ccc(F)cc1 (stereo not given),2,-6%,0%,33%,-2%,-18%,12%,11%,-12%

# Continuation:
SMILES,PI4K2A block,Tb PGK inh,GLS inh,HP1b chromo inh,Pin1 inhibitor,BAZ2B block,G9a inh,JMJD2A Tudor inh,POLH inh
Cn1cc(S(=O)(=O)N2CCCCCC2)cc1C(=O)N1CCN(c2cccc(Cl)c2)CC1,3,7%,12%,0%[57 µM],2%,?,4%[59 µM],-36%,-17%
O=C(Nc1cccc(Cl)c1Cl)c1snnc1-c1ccccc1,-3,-4%,0%,40%[activator],0%,13%,76%[activator],-12%,-11%
Cc1ccc(C)c(OCCn2c(C3CC(=O)N(Cc4ccc(F)cc4)C3)nc3ccccc32)c1 (stereo not given),3,-6%,-10%,-7%,6%,-12%,?,-27%,-26%
CCOC(=O)Nc1ccc(C(=O)c2ccncc2)cc1,1,-3%,-2%,59%[activator],6%,8%,nt,7%,-9%
Cc1occc1C(=O)NCc1cccs1,-2,-2%,5%,25%,-6%,13%,-18%[59 µM],-7%,-14%
Cc1ccccc1Cn1cc(S(=O)(=O)c2ccc(Cl)cc2)c(=O)c2cc3c(cc21)OCO3,-7,-7%,-3%,28%,-5%,-2%,1%[59 µM],-21%,-6%
O=C(COC(=O)c1ccccc1Cl)Nc1ccc2[nH]c(=O)[nH]c2c1,-1,-3%,1%,2%,-2%,1%,-34%,-22%,-4%
Cc1cc(C(F)(F)F)c2c(=O)[nH]c(=O)n(Cc3ccccc3)c2n1,0,-4%,-4%,35%,-2%,13%,22%,14%,-12%
Cc1ccc(C(=O)CSc2nc3cc(S(=O)(=O)N4CCOCC4)ccc3o2)cc1,-5,6%,-4%,5%,4%,2%,32µM*,-13%,4%
O=C(NCc1ccc2c(c1)OCO2)c1ccc2c(c1)N(Cc1ccccc1F)C(=O)c1ccccc1S2=O (stereo not given),0,-9%,-3%,17%,45%[activator],-18%,3%[59 µM],-21%,-19%
O=C(c1cnsn1)N1CCN(c2ccccn2)CC1,5,-1%,12%,22%,4%,2%,-34%[59 µM],-21%,5%
COc1ccc(NC(=O)c2cc3ccccc3cc2OC)cc1OC,-3,nt,-6%,21%,5%,-4%,12%,-33%,-12%
O=C(Cc1csc(Nc2nc(=S)[nH]c3ccccc23)n1)NCc1cccc(Cl)c1,3,-7%,-3%,30%,13%,6%,13%[0.0925 µM],1%,-1%
CSc1ncccc1C(=O)OCCCC(=O)c1ccc(F)cc1,-2,-6%,-13%,81%[activator],2%,nt,nt,28%,-10%
CC1CCCN(Cc2csc(N)n2)C1 (stereo not given),2,4%,16%,22%,0%,-18%,11%,-5%,-7%
CCOC(=O)c1c(C)[nH]c(C)c1S(=O)(=O)NCC1CCN(Cc2cccc(Cl)c2)CC1,-9,i,4%,-8%[57 µM],2%,-32%,?,?,-13%
CCOc1ccccc1CNC(=O)c1cc(-c2ccc(Cl)s2)nc2ccccc12,-4,-9%,-14%,12%,28%,1%,-2%[59 µM],-5%,-11%
Cc1nn(-c2ccccc2)c(C)c1-c1cc(C(=O)N/N=C/c2ccc(O)cc2)[nH]n1,-2,i,20%,35%,-1%,-20%,?,-12%[11.4 µM],28µM*
COc1ccc(NC(=O)[C@@H](NS(=O)(=O)c2cccc(Cl)c2)C(C)C)cc1S(=O)(=O)N1CCOCC1,-17,-1%,-2%,3%,-3%,nt,nt,-17%,-16%
O=C(O)C1C2CCC(O2)C1C(=O)NCc1ccccc1Br (stereo not given),2,i,-8%,20%,-7%,-1%,6%,-1%,-11%
Cc1cc([N+](=O)[O-])nn1Cc1ccc(C(=O)N/N=C/c2ccc(O)cc2O)cc1,-4,0%,14%,13%,?,5%,13%[59 µM],?,-18%
Cc1cc(/C=N/n2cnnc2)c(C)n1-c1cccc(C(=O)O)c1,2,i,2%,12%,-5%,35µM*,?,-23%,-4%
Cc1ccc(Cl)cc1NC(=S)NCCCSC1CCCCC1,10,-6%,-1%,9%,-1%,-37%,14%[59 µM],-25%,-5%
COc1c(C(=O)N2CCCC2)ccc2ccccc12,3,-3%,6%,34%,-3%,0%,?,-4%,-9%
CC(C)CC(=O)N1CCC(O)(CS(=O)(=O)Cc2ccccc2)CC1,3,1%,13%,16%,0%,-19%,12%,-12%,-8%
CC12CCC(=O)N1C(C(=O)Nc1cc(S(=O)(=O)N3CCCCCC3)ccc1OCC(F)(F)F)CS2 (stereo not given),4,i,-21%,25%,64%[activator],-10%,nt,-16%,-13%
Cc1ccc(S(=O)(=O)N2CCCCC2)cc1C(=O)NC1CCCCC1,-17,5%,6%,23%,9%,32%[activator],9%[12.7 µM],-3%,-16%
